High-throughput results (PubChem)
Rad51 HR inh = blocks human Rad51 in homologous recombination; Q06609; hRad51 DNA strand exchange, fluorescence dequenching; inhibition, % at 10 µM; 0.085% of 200,000 active;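 active = inhibition above 40% at the single screening dose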;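 note: 0% = DMSO control wells and 100% = blanks with heterologous ssDNA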
Target sequence (Q06609 whole entry, looked up): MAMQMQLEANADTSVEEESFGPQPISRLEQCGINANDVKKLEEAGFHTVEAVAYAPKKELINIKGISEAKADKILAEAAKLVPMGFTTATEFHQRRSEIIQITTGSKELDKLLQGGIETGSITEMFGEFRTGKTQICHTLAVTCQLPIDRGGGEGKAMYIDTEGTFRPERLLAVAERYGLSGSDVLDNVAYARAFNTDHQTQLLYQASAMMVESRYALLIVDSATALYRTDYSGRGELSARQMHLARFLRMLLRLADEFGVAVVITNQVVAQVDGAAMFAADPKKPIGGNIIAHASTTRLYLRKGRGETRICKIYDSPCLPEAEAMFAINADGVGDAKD
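Material: hRad51 filaments on single-stranded DNA; Reagent: Donor/quencher-labelled 47-bp dsDNA substrate; Compound: 10 µM final, single point; Schedule: 37 °C 15-min filament assembly, 30-min compound preincubation, 15-min exchange; Technique: FRET fluorescence, excitation 485 nm, emission 520 nm; Benchmarks: control wells and blank wells on each plate.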
Furin inhibitor = human furin inhibition; inhibition, % at 30 µM; P09958; AID 463115; purified furin, fluorogenic substrate cleavage; 0.061% of 220,000 active; in the data active = inhibition above about 25%; note: inactives centre near -15
EBV gp42 inh = blocks Epstein-Barr virus glycoprotein 42 binding | Q1HVG2 | Fluorescence polarization binding assay, mP read-out | inhibition, % (tested at 21.74 µM) | 0.42% of 220,000 active | AID 1085; in the data active = inhibition above about 50%
Target sequence (Q1HVG2 whole entry, looked up): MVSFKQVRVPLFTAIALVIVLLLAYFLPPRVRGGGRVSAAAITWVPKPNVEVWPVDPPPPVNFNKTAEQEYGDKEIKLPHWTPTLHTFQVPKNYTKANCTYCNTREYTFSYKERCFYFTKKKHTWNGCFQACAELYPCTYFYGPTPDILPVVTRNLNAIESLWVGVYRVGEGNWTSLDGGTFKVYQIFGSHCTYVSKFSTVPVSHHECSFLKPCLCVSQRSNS
p47phox inh = p47phox (human) inhibition. p47phox/p22phox peptide binding, fluorescence polarization, 2 h. inhibition, % at 24.7 µM. 0.53% of 220,000 active. AID 1274;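 note: 0% = p47phox with labelled peptide and 100% = labelled peptide alone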
Target sequence (P14598 whole entry, looked up): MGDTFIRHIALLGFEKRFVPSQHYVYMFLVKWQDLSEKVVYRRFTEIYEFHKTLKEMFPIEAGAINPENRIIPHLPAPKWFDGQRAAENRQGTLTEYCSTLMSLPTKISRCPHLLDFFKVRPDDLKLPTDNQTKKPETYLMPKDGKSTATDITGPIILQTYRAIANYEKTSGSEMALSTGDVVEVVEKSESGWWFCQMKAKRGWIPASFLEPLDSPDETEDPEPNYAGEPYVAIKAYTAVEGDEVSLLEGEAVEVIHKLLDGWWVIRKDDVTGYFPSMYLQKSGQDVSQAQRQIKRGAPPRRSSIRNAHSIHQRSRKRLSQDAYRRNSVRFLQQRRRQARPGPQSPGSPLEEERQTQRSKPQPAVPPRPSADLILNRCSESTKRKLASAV
eIF4E 4G PPI = blocks eIF4E binding to eIF4G; TR-FRET eIF4E-eIF4GI(517-606) binding, 2 h; 0.37% of 220,000 active; inhibition, % at 21.7 µM; AID 782;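 note: 0% = full FRET control wells and 100% = background wells lacking eIF4GI fragment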
thrombin 1536 = inhibitors of human thrombin | P00734 | alpha-thrombin, Boc-VPR-AMC fluorogenic substrate cleavage | inhibition, % at 5 µM | 0.26% of 220,000 active | AID 1046;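 active = inhibition at or above 40%; inactive = inhibition below 40%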;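 note: 0% = enzyme with no compound and 100% = wells without enzyme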
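Test system: human alpha-thrombin; medium: pH 7.5 Tris-saline with Tween 20; times: reaction at room temperature; signal: AMC fluorescence at 355 nm excitation and 460 nm emission; also added: Boc-VPR-AMC substrate, 15 µM final; dosing: one concentration per compound, 5 µM, with 0.2% DMSO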
14-3-3 Bad PPI = disrupts binding of bovine 14-3-3 zeta to phospho-Bad peptide; P63103; TR-FRET 14-3-3zeta/Dy647-pBad peptide displacement, 1 h; inhibition, % at 21.7 µM; 0.71% of 220,000 active;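 active = inhibition above about 70%, limit read from the data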;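 note: 0% = full 14-3-3 plus peptide FRET controls and 100% = background without 14-3-3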
KCC2 mod = modulators of human KCC2 chloride dependent transport; AID 1456; 2.2% of 190,000 active; KCC2 cells, thallium flux FluoZin-2 fluorescence; B-score of Tl+ flux slope (higher = more flux/activation; lower = inhibition) at 10 µM;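 active = thallium flux slope and its plate-corrected score both differing from the plate sample mean at a set confidence after two filtering rounds, in either direction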;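 note: slope of fluorescence scaled to starting intensity during 10 to 20 s after thallium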
hK5 inh = blocks human kallikrein 5 protease activity; Q9Y337; recombinant hK5, fluorogenic AMC substrate cleavage; inhibition, % at 5 µM; 0.59% of 210,000 active;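 active = inhibition of 40% or more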;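 note: 0% = enzyme controls without compound and 100% = no-enzyme blanks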
Active calls of the source: *; i = inactive; . = not tested or not shown; [ ] = another dose, or the depositor's remark.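 Rule for the calls, unless noted: active = inhibition above about 30% (limit read from the data); inactive = the rest.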

Results follow in this order: Rad51 HR inh	Furin inhibitor	EBV gp42 inh	p47phox inh	eIF4E 4G PPI	thrombin 1536	14-3-3 Bad PPI	KCC2 mod	hK5 inh
CCn1c(=O)c(C(=O)Nc2ccsc2C(=O)OC)c(O)c2ccccc21
  2.7	-14.9	1.6	1.1	0.5[fluorescence artefact?]	-5.3	-11.8	0.114	-4.0
c1cncc(Nc2nc(-c3ccncc3)cs2)c1
  -0.3	-6.1	-9.7	-1.4	-4.0	2.5	-9.9	-0.217	-32.4
C/C(=N\NC(=O)CO/N=C(\C)c1cccs1)c1ccc(N)cc1
  14.5	-3.8	-8.8	-1.0	11.0	-1.6	-6.7	-0.569	-10.9
COc1cccc(/C=N/NC(=O)c2ccoc2C)c1O
  .	-22.7	-13.2	-6.2	2.6	-2.4	-8.6	0.812	-7.8
CCc1cccc2c(C=C(C#N)C#N)cn(CC(=O)N3CCCCC3)c12
  -1.6	-8.6[20 µM]	-7.5	-33.9	-2.9[fluorescence artefact?]	1.6	-0.1	.	-12.9
Cc1[nH]c2ccccc2c1C1=CN2CCS(=O)(=O)N=C2S1
  1.8	-17.8	-9.1	-4.3	-9.5	3.7	-5.3	-2.8	-20.5
CCN1CCN(Cc2ccc(OCc3ccccc3)cc2)CC1
  2.0	-29.0[20 µM]	-2.0	-3.6	3.3[fluorescence artefact?]	-7.8	65.5[fluorescence artefact?]	.	-14.4
O=C(CSc1nnc(SCc2cccc3ccccc23)s1)c1ccc2c(c1)OCO2
  .	-18.6[20 µM]	-16.6	-20.8	-1.4	-2.4	-2.8[fluorescence artefact?]	.	1.6
CCOC(=O)/C(=N\O)C1=NC(C)(C)Cc2ccccc21
  .	-28.2	-0.8	-7.3	7.3[fluorescence artefact?]	-6.6	-3.3	0.561	-12.7
CCOCC(O)CSCc1ccc(Cl)cc1 (stereo not drawn)
  11.1	-25.0[20 µM]	-11.0	-11.3	-3.5	-4.1	12.2	-1.35	-13.4
Cc1nn(Cc2ccc(Cl)cc2)c(C)c1NC(=O)c1cc(-c2ccc3c(c2)OCO3)on1
  -4.3	-10.0	-26.1	7.2	-1.3	-1.9	25.6[fluorescence artefact?]	.	1.1
CCC(C)N1C(=O)/C(=C/c2c(NCCCOC(C)C)nc3c(C)cccn3c2=O)SC1=S (stereo not drawn)
  i	-5.0[20 µM]	129.8*	-13.9	-1.2	1.6	-3.1	-0.121	5.9
COc1ccc(NC(=O)C(C/C=C(/C)Cl)C(C)=O)cc1 (stereo not drawn)
  -6.8	-8.7[20 µM]	0.7	-12.5	0.0	2.0	36.6[fluorescence artefact?]	0.914	-1.7
Nc1ccc(Nc2ccc([N+](=O)[O-])cc2[N+](=O)[O-])cc1
  26.0	-8.4	8.6	1.7	-0.5	3.0	-17.4	-0.134	-11.9
O=C(c1cnc(Cl)c(Cl)c1)N1CCC(Cc2ccccc2)CC1
  10.8	1.4	-25.2	-3.2	6.4	-8.0	0.5	-3.46	0.7
C/C(=N\N1CCN(c2ccc(Cl)cc2)CC1)c1cccc([N+](=O)[O-])c1
  .	-21.2	1.2	-1.8	-1.0	2.1	-5.8	0.217	.
CN(C)c1ccc(C(=S)N2CCN(c3ccc([N+](=O)[O-])cc3)CC2)cc1
  -9.3	0.9	-19.8	-7.2	7.5	13.1	2.8	-0.141	30.7
O=C1CC(=O)N(Cc2ccco2)C(=S)N1
  -2.5	-21.7[20 µM]	-3.0	-108.6	-1.4	3.1	43.4	.	-45.9
O=C(CCCc1nc2ccccc2s1)N1CCN(c2ccccc2)CC1
  19.8	-23.8	-17.9	-15.2	-2.3	2.3	-6.3	-2.25	-10.3
CCCCOc1ccc(C(C)NC(=O)CCS(=O)(=O)Cc2ccc(Cl)cc2)cc1 (stereo not drawn)
  .	1.9	12.4	-2.2	1.3	-6.6	-1.3	-0.164	-17.4

2 entries drawn at random from the list so far, as already listed:
Results follow in this order: Rad51 HR inh	Furin inhibitor	EBV gp42 inh	p47phox inh	eIF4E 4G PPI	thrombin 1536	14-3-3 Bad PPI	KCC2 mod	hK5 inh
C/C(=N\NC(=O)CO/N=C(\C)c1cccs1)c1ccc(N)cc1
  14.5	-3.8	-8.8	-1.0	11.0	-1.6	-6.7	-0.569	-10.9
CCn1c(=O)c(C(=O)Nc2ccsc2C(=O)OC)c(O)c2ccccc21
  2.7	-14.9	1.6	1.1	0.5[fluorescence artefact?]	-5.3	-11.8	0.114	-4.0

More entries
Results follow in this order: Rad51 HR inh	Furin inhibitor	EBV gp42 inh	p47phox inh	eIF4E 4G PPI	thrombin 1536	14-3-3 Bad PPI	KCC2 mod	hK5 inh
S=C(NCc1cccs1)Nc1cccc(Cl)c1
  -0.6	-11.0[20 µM]	-2.2	-16.8	1.8	0.7	1.5	.	-5.5
CCOC(=O)N1CCN(C(=O)c2cc(-c3ccc(F)cc3)[nH]c2C)CC1
  -3.4	-15.1	-9.2	-16.9	0.7	5.1	4.1[fluorescence artefact?]	.	5.8
Cc1ccc(S(=O)(=O)NNC(=S)Nc2ccc(Cl)cc2)cc1
  1.4	-11.5	8.5	-3.6	-2.5	-4.4	-5.4	-0.0674	0.9
Cc1cc(/C=C2/SC(=S)N(c3ccc([N+](=O)[O-])cc3)C2=O)c(C)n1-c1cccnc1
  .	-8.0	-0.8	-47.7	2.0	-1.0	-8.7	0.965	-8.7
CCOC(=O)c1ccc(Nc2ncnc3ccc(C)cc23)cc1
  5.2	-13.0[20 µM]	-11.2	-8.0	-11.6	3.2	7.7	-0.262	4.0
CCOCC(=O)Nc1nnc(COC)s1
  6.8	-21.8[20 µM]	-24.2	-8.7	-2.6[fluorescence artefact?]	-2.9	-11.7	-0.051	-0.2
O=C(COC(=O)CSc1ccc2ccccc2c1)NC1CCCC1
  -1.8	-27.3	-22.6	-4.9	-1.8[fluorescence artefact?]	-3.0	3.9	0.885	-5.7
O=c1oc2ccc(Cl)cc2nc1/C=C(\O)c1ccco1
  -7.5	-10.8	-89.9	-24.4	-0.5	0.1	-4.7	-1.03	-1.6
COc1ccc(S(=O)(=O)NNC(=O)C(=O)NNc2ccccn2)cc1
  6.3	-20.6	-15.6	-7.4	-9.7	0.7	-13.2	0.627	-18.9
O=C(NCc1ccccn1)c1ccc2nc(-c3ccco3)c(-c3ccco3)nc2c1
  8.6	-11.6	33.5	4.9	2.6	4.3	-4.3	-0.196	-72.0
O=C(O)C1CC(=O)N(Cc2cccs2)C1 (stereo not drawn)
  -3.5	-14.4	-2.6	-14.6	-9.3[fluorescence artefact?]	0.3	-7.2	.	-1.0
Cc1cccc(Cn2nc(C)cc2NC(=O)Cn2cc([N+](=O)[O-])cn2)c1
  10.9	-20.0	-4.8	-2.1	-6.7	4.0	-12.6	-0.437	-15.3
OCCNCc1cccc(OCc2ccccc2Cl)c1
  9.2	-29.3	-16.8	-17.2	-4.3	-2.9	2.3	0.567	-0.3
CC1(C)CC(C#N)(N2CCOCC2)CCO1 (stereo not drawn)
  -3.6	-17.7[20 µM]	-12.8	1.2	-4.5	-0.6	0.6	.	-1.7
CCc1cc2c(CN3CCN(CC)CC3)cc(=O)oc2cc1O
  -4.5	-36.0	-11.2	2.1	7.2[fluorescence artefact?]	-15.4	2.5[fluorescence artefact?]	.	-485.4
Cc1cccc(CSc2nnc3c(n2)[nH]c2ccccc23)c1
  10.7	-24.4	-10.1	-6.0	-5.6	-2.0	-1.9	-1.32	2.7
O=C(c1ccc2nc(N3CCOCC3)sc2c1)N1CCN(C(=O)c2ccco2)CC1
  -10.1	-16.3	-13.4	-9.1	1.0	-0.8	3.5[fluorescence artefact?]	-0.0393	-4.8
Cc1ccsc1C(=O)OCC(=O)c1cc2ccccc2o1
  0.0	-7.2	-9.2	-31.4	-14.0	3.5	-8.4	-1.04	-9.0
NC(=O)c1oc2ccccc2c1NC(=O)c1nc2ccccc2s1
  -4.9	-10.8	-8.8	-26.8	3.7	34.0	4.2	.	29.0
O=C(N/N=C/c1cccnc1)C1CCCN(S(=O)(=O)c2ccccc2)C1 (stereo not drawn)
  -10.7	2.1[20 µM]	-8.9	1.4	-2.1	-9.7	-0.7[fluorescence artefact?]	.	-8.7

Later entries.
Results follow in this order: Rad51 HR inh	Furin inhibitor	EBV gp42 inh	p47phox inh	eIF4E 4G PPI	thrombin 1536	14-3-3 Bad PPI	KCC2 mod	hK5 inh
Cc1ccc(OCCn2c(CCCO)nc3ccccc32)cc1
  -4.0	-10.7[20 µM]	-13.0	-2.1	0.7	21.2	-1.2	-0.048	25.1
CCN(CC)CCCN1C=C2C(=O)C(C)(OC(=O)C3CCCC3)C(=O)C=C2C=C1c1ccsc1 (stereo not drawn)
  -15.0	-6.0	-4.5	-19.8	-1.5	-1.0	-2.7	1.23	0.9
CC1(C)CC(=O)C(CC2CCCCC2=O)C(=O)C1 (stereo not drawn)
  .	-18.7	-7.8	-2.9	-3.2	-0.1	-7.8	4.8	1.6
O=C(CSc1n[nH]c(-c2ccncc2)n1)c1ccccc1
  -3.8	-26.3	-2.5	2.5	-4.1	-0.2	-4.8	0.103	1.9
C=CCC(C#Cc1ccccc1)N(C)C (stereo not drawn)
  -5.8	-7.1	-23.2	-18.1	-8.3	1.6	22.9	-0.142	-8.1
O=[N+]([O-])c1ccc(Nc2ccc(N3CCOCC3)cc2)c([N+](=O)[O-])c1
  5.4	-12.9	-13.1	-17.7	2.0	-6.4	-11.9	-0.192	-1.7
Cc1ccc(S(=O)(=O)N(C)CC(=O)OCC(=O)N2CCCC2=O)cc1
  -2.8	-13.6	1.3	8.2	-0.9	-2.8	7.4	-0.736	-8.2
COc1ccc(CCNC(=O)C(=O)NCCOc2ccccc2)cc1OC
  4.8	-19.7	-9.4	-2.7	1.9	-8.3	6.2	-0.146	-4.7
Cc1cc(NS(=O)(=O)c2ccc(NC(=O)CSc3nc4sc(C)c(C)c4c(=O)[nH]3)cc2)no1
  1.1	0.5	-21.1	-2.3	-0.6	-4.0	-10.6	-1.34	3.9
Cc1cc(C(=O)N/N=C/c2ccc([N+](=O)[O-])s2)n[nH]1
  1.6	4.5	1.9	-11.0	-0.3	0.7	-10.0	.	2.8
NNC(=O)c1ccc(Cn2cc(Cl)cn2)cc1
  3.6	-8.4	-1.5	-7.0	7.2	-13.2	2.3	-0.542	-23.4
c1ccc(Cc2nc3ccccc3n2Cc2ccccc2)cc1
  -2.4	-15.7[20 µM]	-0.1	-6.9	0.6	-4.8	-3.6	-1.35	-8.0
O=C(Nc1ccccc1)O/N=C1\CCCCC1c1ccc([N+](=O)[O-])cc1[N+](=O)[O-] (stereo not drawn)
  -5.2	-9.4[20 µM]	-6.9	-5.4	-3.1	-4.6	-5.7	0.24	13.0
Cc1ccc(NC(=O)c2ccc([N+](=O)[O-])o2)cc1S(=O)(=O)N1CCOCC1
  1.1	-21.0	-8.3	-9.7	-2.1	-9.2	-4.3	0.00714	-3.6
COc1cc(-c2nc(CN3CCN(CC(C)C)C(=O)[C@@H]3C)c(C)o2)ccc1F
  -2.1	-19.2	-8.9	-4.8	-4.6	-11.9	-5.3	-0.747	-2.6
FC(F)(F)c1ccc2nnc(-c3c(Cl)cccc3Cl)n2c1
  -5.8	12.6[20 µM]	-19.5	2.6	6.6	0.3	-6.9	-2.21	-9.7
COc1ccc(NC(=O)CN(C)S(=O)(=O)c2cccc3cccnc23)cc1
  6.7	-24.4	-11.4	-18.5	-0.3	-3.7	-1.8	.	-4.8
CCc1ccc2c(c1)/C(=C/C(=O)c1cccs1)C(=O)N2
  -0.5	-20.6[20 µM]	10.5	-5.2	10.6[fluorescence artefact?]	-2.9	-0.5[fluorescence artefact?]	0.773	-19.1
CCOC(=O)N1CCN(C(=O)CN(C)S(=O)(=O)c2ccc3c(c2)c(=O)n(C)c(=O)n3C)CC1
  9.1	-22.9	-14.0	-2.2	3.1	0.2	2.6	0.109	3.6

Outcome played no part in choosing rows; overall some 4.7% were active at least once.
